# MBD2 DNA inh = inhibitors of human MBD2 binding to methylated oligonucleotide; Q9UBB5; inhibition, % at 4.4 µM; 370,000 tested, 0.31% active; TR-FRET; AID 686964; in the data active means inhibition above about 13%
# rCAG RNA binder = binds r(CAG) RNA repeats; AID 651821; inhibition, % at 3 µM; 370,000 tested, 1.3% active; r(CAG) RNA repeat, TO-PRO-1 dye displacement fluorescence;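 active means inhibition above the plate cutoff, the mean of all test compounds on that plate plus 3 SD, cut at about 35% in these data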;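 further: 0% = DMSO alone and 100% = 100 µM mitoxantrone as full dye displacement; higher means more dye released from RNA so lower well fluorescence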
# TCR-CD3 inh = inhibitors of human TCR-CD3 interaction; inhibition, % at 9.4 µM; 360,000 tested, 0.37% active; TAMRA-labeled TCR probe fluorescence, biochemical; in the data active means inhibition above about 19%;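 further: recombinant mutant TCR 2C K166C tagged with TAMRA read by polarization; 0% = receptor in buffer alone and 100% = receptor with positive control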
# LEDGF integ inh = blocks HIV-1 LEDGF/p75-dependent DNA integration; AID 743269; TR-FRET IN-LEDGF/p75 DNA integration, Eu/Cy5; 370,000 tested, 0.64% active; inhibition, % at 3.7 µM;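 active means inhibition above the screen-wide mean plus 3 SD, cut at about 13% in these data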;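 further: signal is the Cy5 over europium emission ratio at 671 and 618 nm; 0% = plate median of compound wells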
# NPR2 activator = GC-B (human) receptor activation. P20594. HEK293-GC-B cells, CNP EC30, cGMP TR-FRET; 0% at EC30 CNP, 100% saturating CNP. activation, % at 10 µM. 370,000 tested, 0.11% active. AID 1920062;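 active means activation at 10 µM reaching about 35% in either raw or pattern-adjusted values, limit read from the data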
# SIAE primary = inhibitors of human sialic acid acetylesterase SIAE; Q9HAT2; SIAE FP-Rh probe binding, fluorescence polarization; inhibition, % at 9.66 µM; 370,000 tested, 0.69% active; AID 1053197;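 active means inhibition above a cutoff: mean of compounds within the control limits plus 3 SD of those, cut at about 17% in these data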;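 further: 0% = plate median of compound wells and 100% = probe without SIAE protein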
# Target sequence (Q9HAT2 whole entry, looked up): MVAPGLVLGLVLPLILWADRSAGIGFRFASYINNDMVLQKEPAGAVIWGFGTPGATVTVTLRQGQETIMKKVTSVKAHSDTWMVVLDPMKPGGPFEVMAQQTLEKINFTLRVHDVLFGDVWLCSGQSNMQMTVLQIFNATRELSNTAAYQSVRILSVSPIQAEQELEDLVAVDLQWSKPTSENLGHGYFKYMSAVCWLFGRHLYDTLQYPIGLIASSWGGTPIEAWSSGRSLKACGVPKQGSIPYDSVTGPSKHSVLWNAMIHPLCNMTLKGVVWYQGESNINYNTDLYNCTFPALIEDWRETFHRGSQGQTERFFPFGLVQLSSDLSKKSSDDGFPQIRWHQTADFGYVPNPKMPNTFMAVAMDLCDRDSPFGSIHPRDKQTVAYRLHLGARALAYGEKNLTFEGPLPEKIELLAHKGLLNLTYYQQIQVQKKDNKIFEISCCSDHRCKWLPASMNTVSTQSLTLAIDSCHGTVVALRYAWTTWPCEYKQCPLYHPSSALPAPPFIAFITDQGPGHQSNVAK
# ABHD4 inh = inhibits mouse alpha/beta hydrolase domain 4; 370,000 tested, 0.54% active; inhibition, % at 8.92 µM; purified mABHD4, FP-Rh probe fluorescence polarization;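 active means inhibition exceeding the mean over every tested compound plus 3 SD, cut at about 30% in these data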;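 further: 0% = plate median of compound wells and 100% = S159A mutant with DMSO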
#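 Assay system: mABHD4 protein; medium: HEPES pH 7.0, NaCl, Pluronic buffer; dosing: 8.92 µM, single dose; schedule: 45 min + 60 min at 25 °C; signal: FP readout, ex 525 nm / em 598 nm; read-out: normalized percent inhibition of probe labeling; repeats: single replicate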
# HTRA1 inhibitor = inhibitors of human serine peptidase HTRA1. Q92743. recombinant HTRA1, FP-rhodamine activity-based probe, fluorescence polarization. inhibition, % at 5.96 µM. 340,000 tested, 0.5% active. AID 504803; in the data active means inhibition above about 36%;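 further: 0% = enzyme with DMSO and 100% = wells lacking enzyme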
# TDP2 absorb = blocks human TDP2 phosphodiesterase activity; O95551; recombinant TDP2, T5PNP hydrolysis, p-nitrophenol absorbance 415 nm; inhibition, % at 12.8 µM; 370,000 tested, 0.34% active; AID 720702;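 active means inhibition above the mean of all tested compounds plus 3 SD, set per campaign, cut at about 25% in these data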;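 further: 0% = DMSO with enzyme and 100% = buffer with substrate but no TDP2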
# Target sequence (O95551 whole entry, looked up): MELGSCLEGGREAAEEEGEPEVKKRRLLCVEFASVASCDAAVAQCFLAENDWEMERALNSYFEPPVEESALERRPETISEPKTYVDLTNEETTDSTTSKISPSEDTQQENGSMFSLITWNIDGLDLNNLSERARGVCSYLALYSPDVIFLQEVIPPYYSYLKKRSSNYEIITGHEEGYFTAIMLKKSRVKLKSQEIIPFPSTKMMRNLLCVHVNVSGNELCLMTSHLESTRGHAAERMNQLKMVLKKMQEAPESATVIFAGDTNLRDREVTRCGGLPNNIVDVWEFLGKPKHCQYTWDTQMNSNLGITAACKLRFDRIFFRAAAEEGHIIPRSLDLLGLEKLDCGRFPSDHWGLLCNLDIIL
#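 Incubation: 2 h at 37 °C; Test system: recombinant human TDP2; Quantity: enzyme 120 nM; Read-out basis: percent inhibition; Medium: 50 mM Tris-HCl pH 7.5 with Mg2+, KCl, DTT, BSA; Repeats: single replicate; Compound: 12.8 µM single point, 1% DMSO; Signal: epi absorbance; Reagent: 5 mM T5PNP chromogenic substrate; Benchmarks: no-enzyme high, DMSO-plus-enzyme low.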
# PRMT1 inh = PRMT1 (human) inhibition, primary screen. recombinant PRMT1, activity-based probe fluorescence polarization. inhibition, % at 2.79 µM. 370,000 tested, 1.3% active. AID 652257;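 active means inhibition above about 21% made by adding two undisclosed values, limit read from the data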
# * = called active by the depositor; x = not tested or not shown. A portion of the library; the hit share may differ from the screen's.
SMILES,MBD2 DNA inh,rCAG RNA binder,TCR-CD3 inh,LEDGF integ inh,NPR2 activator,SIAE primary,ABHD4 inh,HTRA1 inhibitor,TDP2 absorb,PRMT1 inh
CN(C)S(=O)(=O)c1cccc(NC(=S)N2CCCCC2CO)c1 (stereo unspecified),2,2,-1,-3,-4,8,0,6,-7,0
CCCN(CC(=O)Nc1ccccc1C)C(=O)c1ccc(COc2ccccc2)cc1,4,-4,4,-5,0,0,-6,-12,-10,1
COc1ccc(CCn2c(N)cc(=O)[nH]c2=O)cc1OC,1,3,0,0,4,4,4,9,7,2
NS(=O)(=O)c1ccc(NC(=O)c2cccc3cc4ccccc4nc23)cc1,3,25,-4,1,-3,-83,-27,-23,-5,-4
COCCN1C(=O)c2cc(C(=O)Nc3cccc(F)c3)ccc2C1Nc1cccc(F)c1 (stereo unspecified),-1,2,-1,0,4,-3,-6,-10,3,-3
O=C(CCS(=O)(=O)c1ccc(Cl)cc1)NCCN1C(=O)S/C(=C\c2ccccc2F)C1=O,0,2,1,1,3,-2,2,-14,-8,4
CC(Cc1n[nH]c(=S)o1)c1ccccc1 (stereo unspecified),3,1,4,3,x,7,-6,-3,-8,-2
COc1cc(Cl)c(CNC[C@H]2O[C@@H](n3ccc(=O)[nH]c3=O)[C@H](O)[C@@H]2O)c(Cl)c1O,-9,2,-2,5,-6,7,2,-1,-5,-2
O=C(COC(=O)CCc1ccc(S(=O)(=O)N2CCOCC2)cc1)Nc1ncc(C(F)(F)F)cc1Cl,3,-2,1,-4,-3,6,9,5,-13,4
CCc1cc2c(=O)c(-c3cnn(-c4ccccc4)c3)c(C)oc2cc1OCC(=O)Nc1ccc(F)c(F)c1,2,3,-5,1,5,-3,0,0,9,2
CSCCC(NC(=O)c1ccc(=O)n(C)n1)c1nc2ccccc2[nH]1 (stereo unspecified),2,-2,1,0,5,12,-2,0,5,0
C(=N\c1ncnc2sccc12)/NOCc1ccccc1,-1,-3,7,-3,4,-1,1,1,7,0
COc1cc2c(cc1OC)CN(C(=O)Cc1ccc(OC)c(S(=O)(=O)N3CCOCC3)c1)CC2,-1,0,-11,-3,0,2,0,6,-20,-1
CC1CCCN(C(=O)CCNS(=O)(=O)c2ccc(Br)cc2)C1 (stereo unspecified),-4,-5,1,2,2,-2,-5,-2,-2,-8
O=C(C[C@H]1C[C@@H]2c3cc(NC(=O)c4cccnc4)ccc3O[C@@H]2[C@H](CO)O1)NCc1ccncc1,-3,3,5,4,4,3,4,1,2,0
NC(=O)COC(=O)C(Cc1ccccc1)NS(=O)(=O)c1ccccc1F (stereo unspecified),0,1,0,2,1,0,1,5,2,-2
C=CCOc1ccc(C2N3CC4(C)CN2CC(CCC)(C3)C4=O)cc1 (stereo unspecified),-4,-5,-9,0,-1,-3,1,-7,-2,-1
CCOC(=O)c1ccc(NC(=S)N2CCN(CCN=CC3=C(O)CC(C)(C)CC3=O)CC2)cc1,1,-4,-3,-3,2,-2,4,-2,-4,1
COc1ccc(S(=O)(=O)N2CCN(c3ncccn3)CC2)cc1,3,-5,-4,-3,1,-7,2,12,10,1
COc1c(C)cccc1C(=O)Nc1ccc(CN2CCCCC2)cc1,-2,-4,9,-1,3,7,-2,1,5,-2
COc1cc(C(=O)OCC(=O)NCCC2=CCCCC2)cc(OC)c1OC,0,-7,-2,3,-4,6,-1,-2,0,-3
O=C(/C=C/Nc1cccc(C(F)(F)F)c1)C(F)(F)F,5,-4,2,-1,-3,2,7,8,-4,-1
CCN1CNC(=S)N(c2ccccc2C)C1,2,14,3,3,-2,3,-2,5,2,-2
CCS(=O)(=O)N1CCN(S(=O)(=O)c2ccc3c(c2)OCCO3)CC1,2,-1,-2,1,5,8,-3,-2,10,1
COc1ccc(C(CNc2ccc(S(=O)(=O)N3CCCC3)cc2[N+](=O)[O-])N2CCCC2)cc1 (stereo unspecified),-5,6,-5,-4,2,3,4,-11,3,-1

# (listing goes on)
SMILES,MBD2 DNA inh,rCAG RNA binder,TCR-CD3 inh,LEDGF integ inh,NPR2 activator,SIAE primary,ABHD4 inh,HTRA1 inhibitor,TDP2 absorb,PRMT1 inh
CCSc1ncc(C#N)c(N)n1,-3,2,6,-4,-4,1,-1,-6,-9,0
COc1ccc(Nc2nc3cc(-c4ccccc4C)sc3c(=O)n2C)cc1OC,-6,6,3,5,2,-2,1,x,-9,2
COc1ccccc1NC(=O)C1=C(C)NC(=O)NC1c1ccc(C)s1 (stereo unspecified),-5,9,-3,3,4,0,-6,-30,6,2
CS(=O)(=O)N1CCN(C(=O)c2c(F)cccc2F)CC1,4,1,4,-1,4,-2,5,8,11,0
COc1ccccc1NC(=O)c1cnc(Nc2ccccc2OC)c2ccccc12,2,3,-2,-3,0,1,-7,-43,5,-3
COCc1[nH]nc2c1C(c1ccccc1OC)C(C#N)=C(N)O2 (stereo unspecified),-5,-3,1,-1,3,5,6,-5,-2,-3
C=C1CCC[C@]2(C)C[C@H]3OC(=O)C(CNC(C)(CO)CO)[C@H]3CC12 (stereo partly specified),2,-2,-7,-4,3,-2,-2,0,-11,0
CCCCCNCC(=O)Nc1cc(C(F)(F)F)ccc1OCCOC,-10,-7,5,0,3,4,9,-8,4,0
CCOC(=O)c1ccc(CNC(=O)Cn2nnc(-c3ccccc3)n2)o1,-6,-2,6,3,4,5,2,1,8,-3
COc1c(F)c(F)c(C(=O)Nc2cccc(Cl)c2N2CCOCC2)c(F)c1F,-2,-8,2,0,1,8,2,-10,4,1
O=C(CCN1C(=O)/C(=C/c2ccccc2F)SC1=S)Nc1ccccn1,8,2,-4,-1,2,-1,0,5,16,3
CCOc1ccc(CNC(=O)C2Cc3cc(S(=O)(=O)N4CCCC4)ccc3N2C(C)=O)cc1 (stereo unspecified),1,2,1,-3,3,6,1,6,-14,6
N#C/C(=C\c1cccnc1)c1nc2c(s1)CCCC2,-12,-5,10,-1,4,-1,0,-2,2,2
CCCn1c(NCc2ccccn2)nc2ccccc21,-3,-3,9,2,-3,0,-3,4,8,-1
OC(COc1ccc(Cl)cc1Cl)Cn1ccnc1 (stereo unspecified),-5,-3,8,-1,-1,-1,-1,-1,8,3
COc1cc(NC(=O)c2cccc(C)c2)c(OC)cc1NC(=O)CN1CCOCC1,4,-6,-1,-1,7,8,0,-12,-1,3
Clc1cccc(Cl)c1CSc1nnc(CN2CCOCC2)n1-c1ccccc1,-3,-1,1,1,-20,4,2,-3,-2,0
O=C(COc1ccccc1)NN1C(=O)CSC1=S,4,0,-9,2,-5,-4,-48,-1,5,3
Cc1ccc(-c2nn(CC(=O)NN3CCOCC3)c(=O)c3ccccc23)cc1,-3,-3,9,2,1,-2,1,x,8,2
CN1CCN(CC(O)COc2ccccc2)CC1 (stereo unspecified),0,-5,-14,-2,6,-8,-7,8,10,0
COC(=O)C1=C(C(=O)c2ccccc2)C(c2ccc(OC)c(OC)c2)Nc2nnnn21 (stereo unspecified),2,1,-5,2,-1,0,-3,3,-7,-1
O=C(COC(=O)c1ccccc1Br)Nc1cccnc1Cl,1,0,-1,2,0,-12,4,6,1,-1
CC(=O)c1cnc(Nc2cccc(C)c2)s1,1,0,-3,-2,-5,-1,1,-3,0,4
C/C(=N\Nc1ccccn1)c1ccc(Br)s1,-3,2,-5,-7,-10,-1,11,x,-6,5
COc1ccc(-c2cc(C(=O)Nc3ccc(F)cc3F)no2)cc1,-1,-1,2,3,3,-5,-4,-1,-3,-3

# Next part.
SMILES,MBD2 DNA inh,rCAG RNA binder,TCR-CD3 inh,LEDGF integ inh,NPR2 activator,SIAE primary,ABHD4 inh,HTRA1 inhibitor,TDP2 absorb,PRMT1 inh
Clc1ccc(OCCSc2ncccn2)cc1,0,-3,0,-1,-7,-4,-4,-9,-2,-2
CC(C)c1ccc(S(=O)(=O)N2CCN(C(=O)c3cccc(F)c3)CC2)cc1,2,-8,-2,1,3,-3,-1,-5,4,-1
N#CC(C#N)=Cc1ccc(NC(=O)c2ccc(Br)cc2)cc1,-6,8,8,-3,-1,-26,-20,-61,-18,-3
NS(=O)(=O)c1cccc(NC(=O)c2cccc(S(=O)(=O)N3CCCCCC3)c2)c1,3,4,3,8,7,-6,-5,-8,0,-2
CC(C)n1cc(CN2CCCC(CNS(=O)(=O)c3cccc4cccnc34)C2)cn1 (stereo unspecified),1,-4,-3,0,4,-1,7,2,5,1
Cc1ccc(NC(=O)c2ccco2)c(NC(=O)Cc2cccs2)c1,5,-2,-4,-6,8,2,2,3,-9,1
C=CCN1C(=O)C2C(C(=O)NC)C3C=CC2(O3)C1C(=O)NCc1ccc(OC)cc1 (stereo unspecified),1,-3,-7,6,1,3,0,-2,11,-5
Cc1ccc(NC(=O)CCNC(=O)c2ccccc2Cl)cc1S(=O)(=O)N1CCOCC1,-4,0,3,2,0,-2,-8,4,-3,-4
COc1cccc(N2CCN(C(=O)c3nc4nc(C)cc(C)n4n3)CC2)c1,3,-2,5,-1,-1,-1,1,3,6,-1
COc1ccc(CN2CCN(C(=O)CCC(=O)Nc3nnc(C(F)(F)F)s3)CC2)cc1F,-7,-3,-2,-5,-9,-2,-6,0,-12,-3
CN1C(=O)c2ccc(N3CCCC3)cc2C1=O,-7,5,6,5,-3,7,-1,7,-6,5
Cc1nc(SCC(=O)NC(=O)NCc2ccccc2)nc(C)c1C,-3,0,8,1,6,-5,9,-1,-3,1
CCC(=O)NC(NC(=S)Nc1c(C)n(C)n(-c2ccccc2)c1=O)C(Cl)(Cl)Cl (stereo unspecified),2,-3,2,-2,4,3,-4,4,5,-4
COc1ccc(C2CC=C(C(C)=O)CN2S(=O)(=O)c2ccccc2)cc1 (stereo unspecified),2,5,-7,-2,-7,-1,-1,x,-8,6
CCOC(=O)/C(=C/c1ccc(OC(=O)c2ccccc2)cc1)C(C)=O,2,2,7,-3,7,-6,-2,21,-1,3
CC(=O)N1CCCC(C)(C(=O)Nc2cccc(OC(C)C)c2)C1 (stereo unspecified),4,0,4,-1,4,-2,-4,x,5,0
Cc1cnccc1CN(C)C(=O)C1CCC(=O)N(Cc2ccccc2F)C1 (stereo unspecified),1,-1,7,-1,1,2,1,1,10,-1
CCOC(=O)C1CCN(C2=NC(=O)/C(=C/c3ccc(O)cc3)S2)CC1,-4,3,2,-5,-3,-4,0,-1,-6,3
COCCn1c(N)c(N(Cc2ccccc2)C(=O)c2cc3ccccc3o2)c(=O)[nH]c1=O,-4,-1,3,0,12,6,-2,4,-10,-6

# One compound at a time, from the list above:
# Entry for CC1CCCN(C(=O)CCNS(=O)(=O)c2ccc(Br)cc2)C1 (stereo unspecified) : MBD2 DNA inh = -4; rCAG RNA binder = -5; TCR-CD3 inh = 1; LEDGF integ inh = 2; NPR2 activator = 2; SIAE primary = -2; ABHD4 inh = -5; HTRA1 inhibitor = -2; TDP2 absorb = -2; PRMT1 inh = -8
# Entry for OC(COc1ccc(Cl)cc1Cl)Cn1ccnc1 (stereo unspecified) : MBD2 DNA inh = -5; rCAG RNA binder = -3; TCR-CD3 inh = 8; LEDGF integ inh = -1; NPR2 activator = -1; SIAE primary = -1; ABHD4 inh = -1; HTRA1 inhibitor = -1; TDP2 absorb = 8; PRMT1 inh = 3

# Screening results deposited in PubChem BioAssay by several laboratories.
